Compound activity deposited in PubChem BioAssay by National Center for Advancing Translational Sciences (NCATS).
Nrf2 block – inhibitors of Nrf2 signaling; A549 ARE-Fluc reporter, luciferase luminescence, 18-24 h; Potency, µM (titrated, usually from 46 µM), for the others: at the highest dose activity change, negative = inhibition, actives largely listed as inhibitors; 360,000 tested, 2.1% active; note: potency is the fitted concentration of half-maximal effect; % is set by controls: 0 for no effect and ±100 for the full control effect; nearly all actives have a fitted effect of over 60% in size
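In this cell-based qHTS, ARE-driven firefly luciferase in A549 cells reports Nrf2 activity; the luminescent signal after BugLite lysis is the measured value, with a prior CellTiter-Fluor read for cell health.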
S2 tox – reduces viability in counter-screen for ATXN expression inhibitors. S2 cells (HEK-293 line with an ATXN2-luciferase reporter) viability, CellTiter-Fluor protease fluorescence, 24 h. Potency, µM (doses to about 56.7 µM), actives largely listed as cytotoxic. 400,000 tested, 0.49% active. AID 651635; note: potency is the fitted concentration of half-maximal effect; nearly all actives have a fitted effect of over 40% in size
ATXN2 expr inh – ATXN2 expression inhibition; HEK-293 ATXN2-luciferase reporter, luminescence, 24 h; Potency, µM (titrated, usually from 57 µM), inactives show top-dose activity change, negative = inhibition, actives largely listed as inhibitors; 360,000 tested, 0.72% active; note: potency is the fitted concentration of half-maximal effect; % is set by controls: 0 for no effect and ±100 for the full control effect; nearly all actives have a fitted effect of over 55% in size
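qHTS (up to 57 uM final) was run with 24 h compound exposure of reporter cells at 37 °C. Each well was multiplexed: SteadyGlo luminescence measured ATXN2-luciferase expression after a fluorogenic Gly-Phe-AFC viability readout (25 uM final).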
HepG2 tox – HepG2 cytotoxicity, counter-screen for TGF-b inhibitors; HepG2 CAGA-GFP viability, ATP luminescence, 18 h; Potency, µM (top dose mostly 46.1 µM), for inactives: top-dose activity change, negative = cytotoxicity, actives largely listed as cytotoxic; 410,000 tested, 0.76% active; note: potency is the fitted concentration of half-maximal effect; some results filed as inactive show a strong effect at the top dose
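HepG2 CAGA-GFP cells (1000/well, DMEM with 1% FBS) received compound, then TGF-beta at 500 pg/mL final, and were incubated 18 hours at 37 degrees C. Viability was read by CellTiter-Glo luminescence. Media-only wells were set as complete cell-killing and DMSO as no toxicity.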
A549 viability – A549 cytotoxicity, counter-screen for Nrf2 inhibitors | A549 ARE-Fluc cells, CellTiter-Fluor viability, 18-24 h | Potency, µM (top dose mostly 46 µM), for the others: at the highest dose activity change, negative = cytotoxicity, usual class: inhibitors | 390,000 tested, 0.16% active; note: potency is the fitted concentration of half-maximal effect; % is set by controls: 0 for no effect and ±100 for the full control effect
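Cytotoxicity counterscreen: CellTiter-Fluor fluorescence was measured in A549 ARE_Fluc cells after 18-24 h of compound exposure in a concentration series. The subsequent BugLite luminescent read reports ARE-luciferase activity.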
Nrf2 ARE act – activates Nrf2 signaling; AREc32 ARE-luciferase reporter (MCF7-derived line), luminescence, 24 h; Potency, µM (doses to about 46.1 µM), for the others: top-dose activation, most hits filed as activators; 410,000 tested, 0.31% active; note: potency is the fitted concentration of half-maximal effect; % of control where 0% means no effect; nearly all actives have a fitted effect of over 65% in size
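Reporter line AREc32 (ARE-Fluc), seeded overnight in OPTI-MEM with 5% FBS; compound pin-transferred, 24 hr at 37 deg C, 5% CO2; luminescent read-out.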
MCF10A rerep – inducers of DNA re-replication in MCF 10A breast cells | MCF 10A DNA re-replication, Hoechst nuclear intensity, 48 h | Potency, µM (highest dose often 46.1 µM), for inactives: top-dose activity, positive = re-replication, most hits filed as activators | 350,000 tested, 2.9% active; note: potency is the fitted concentration of half-maximal effect; % of control where 0% means no effect; nearly all actives have a fitted effect of over 50% in size
TGFb inhibitor – TGF-b pathway inhibition; Potency, µM (titrated, usually from 46.1 µM), without a hit: at the highest dose activity, negative = inhibition, usual class: inhibitors; HepG2 CAGA-GFP TGF-b/SMAD3 reporter, GFP fluorescence, 18 h; TGF-beta stimulated, 500 pg/mL final; AID 588855; 410,000 tested, 1.2% active; note: potency is the fitted concentration of half-maximal effect; % is set by controls: 0 for no effect and ±100 for the full control effect; nearly all actives have a fitted effect of over 65% in size
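GFP signal (ex488/em500-530) from TGF-beta-stimulated HEPG2 CAGA-GFP cells, 500 pg/mL final, 18 h at 37 degrees C in DMEM plus 1% FBS, normalized to unstimulated and DMSO-stimulated controls.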
IL1B secr inh – inflammasome signaling inhibition, IL-1 beta readout. activity change, % at 57.5 µM. AID 743279. 360,000 tested, 4.7% active. THP-1 LPS/ATP IL-1B secretion, AlphaLISA, 16 h; active compounds read low; in the data active = activity change below about -50%; inconclusive = mostly about -30% to -49%; note: % is set by controls: 0 for no effect and ±100 for the full control effect
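Secreted IL-1B measured by AlphaLISA bead assay after 16 h compound exposure of THP-1 cells; compounds (final up to 57.5 uM) added 1 h before LPS (250 ng/mL) and ATP (1.25 mM) stimulation; lower signal means less secretion.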
An asterisk follows results filed as active; i = inactive; ? = inconclusive; nt = no result given; & = joins results of further samples; [ ] = another dose, or the depositor's remark. Unless noted, calls come from the whole dose curve; as a rule, active = well fitted curve in the direction sought with a large enough effect; inconclusive = small, poorly fitted or top-dose-only effect, or another doubt; inactive = no such curve, though single readings can be large; an effect the other way counts as inactive or inconclusive. Rows are unselected, and some 8.8% of all compounds hit somewhere here.

Preview:
item	Structure	Nrf2 block	S2 tox	ATXN2 expr inh	HepG2 tox	A549 viability	Nrf2 ARE act	MCF10A rerep	TGFb inhibitor	IL1B secr inh
1	Cc1ccc(S(=O)(=O)/N=C(/Nc2ccc(F)cc2F)c2ccccc2)cc1	2.4%	i	0.1%	1.1%	-1.1%	-0.4%	3.3%	5.4%	-9.9
2	COc1ccc(S[C@@H](CCN2CC[C@H](C)CCC2=O)c2ccccc2)cc1	?	?	?	3.9%&-14.9%	-6.1%	5.7%	18.4µM*	15.8µM*	?

The listing, from the start:
item	Structure	Nrf2 block	S2 tox	ATXN2 expr inh	HepG2 tox	A549 viability	Nrf2 ARE act	MCF10A rerep	TGFb inhibitor	IL1B secr inh
1	Cc1ccc(S(=O)(=O)/N=C(/Nc2ccc(F)cc2F)c2ccccc2)cc1	2.4%	i	0.1%	1.1%	-1.1%	-0.4%	3.3%	5.4%	-9.9
2	COc1ccc(S[C@@H](CCN2CC[C@H](C)CCC2=O)c2ccccc2)cc1	?	?	?	3.9%&-14.9%	-6.1%	5.7%	18.4µM*	15.8µM*	?
3	Cc1ccc(CCNS(=O)(=O)c2cc(-c3cc(C)no3)ccc2C)cc1	?	nt	nt	-17.0%	2.8%	3.5%	nt	?	nt
4	Cc1cc(C(C)(C)C)cc(C)c1CCNC(=O)c1c(C)noc1C	?	i	62.8%[activator]	-0.9%	4.2%	-0.1%	?	-9.7%	-5.0
5	CC1(C(=O)Nc2ccc3c(c2)OCO3)CCN1C(=O)Cc1cccc2ccccc12 (stereo not given)	nt	i	0.0%	-50.1%	nt	-1.2%[9.22 µM]	nt	-20.9%	5.8
6	CCOc1ccc(Cl)cc1S(=O)(=O)NCc1ccccn1	?	i	-15.8%	0.7%	-6.0%	-0.8%	3.2%	0.6%	0.2
7	Cc1ccc(CNC(=O)CN(C)S(=O)(=O)c2ccc(F)cc2)cc1	-11.3%	nt	nt	-4.8%	0.0%	3.0%	-6.1%	-8.4%	-12.1
8	Oc1c(Cl)cc(Cl)cc1CNn1cnnc1	4.7%	i	18.3%	-12.8%	-1.7%	0.5%	0.9%	-2.7%	-11.2
9	NC(=O)c1ccc(NC(=O)COC(=O)c2ccc3ccccc3n2)cc1	3.7%	i	19.7%	-9.0%	1.7%	2.4%	1.1%	23.8%	21.9
10	N#Cc1cc2c(nc1SCc1ccccc1)CCC2	1.0%	i	-2.6%	-32.5%	7.1%	-0.3%	5.1%	-5.9%	3.5
11	CC(NNC(=S)N1CCN(c2ccccn2)CC1)c1nccc2ccccc12 (stereo not given)	5.8µM*	10.6µM*	?	-12.1%	?	3.3%	?	?	-101.2*
12	COC(=O)c1cccc(S(=O)(=O)N2CCC(NC(=O)NC34CC5CC(CC(C5)C3)C4)CC2)c1	-11.8%	i	2.1%	5.8%	-0.5%	-0.3%	-3.6%	-28.9%	-13.3
13	COc1cc(Cl)c(C)cc1NC(=O)c1cccc(OC)c1OC	?	i	21.5%	-18.4%	26.3%	8.5%	?	-5.2%	-24.7
14	COc1ccc(C(O)(CCN2CCCCC2)C2CCCCC2)cc1 (stereo not given)	0.8%	i	-10.3%	-22.1%	-5.2%	4.0%	-2.8%	2.5%	-17.9
15	CC1(C(=O)Nc2c(F)c(F)c(F)c(F)c2F)CC1(Br)Br (stereo not given)	nt	i	-17.6%	-21.7%	1.0%	0.0%	-0.2%	?	-3.2
16	Cc1n[nH]c(=O)c2c(NC(=O)COC(=O)c3cccc(OC(F)F)c3)oc(C)c12	-16.4%	i	-4.7%	2.9%	5.5%	0.2%	1.0%	12.3%	0.0
17	O=C(CCCNC(=O)c1ccc(Cl)cc1)Nc1ccccc1F	-9.1%	i	5.0%	5.5%	-4.3%	0.8%	4.9%	-1.2%	31.9
18	Cc1c(C(=O)c2cccc([N+](=O)[O-])c2)c2ccccn2c1CCC#N	-21.6%	nt	-25.0%	8.4%	-12.3%	2.9%	-4.0%	2.1%	0.6
19	CCc1cc2c(=O)c(-c3ccc4c(c3)OCCO4)coc2c(CN2CCCCC2C)c1O (stereo not given)	-17.0%	i	-9.8%[11.3 µM]	-18.7%	-15.5%	2.6%	?	?	?
20	O=C(NCc1ccncc1)c1cccc(S(=O)(=O)Nc2ccc(F)cc2)c1	?	i	-2.0%	-14.5%	-12.3%	-0.7%	10.8%	-6.3%	-5.6
21	COc1cc(OC)c(NC(=O)CCc2nc(C3=CCN(Cc4cccc(Cl)c4)CC3)no2)cc1Cl	nt	i	-39.0%	-22.4%	?	4.9%	nt	?	nt
22	Cc1cc(C)c(NC(=O)CSc2nc3nccnc3c(=O)n2CCc2c[nH]c3ccccc23)c(C)c1	10.5%	nt	nt	-7.1%	-2.8%	0.3%	nt	-1.7%	nt
23	COc1ccc(OC)c(NC(=O)CN(C)CCOc2ccc(Br)cc2)c1	?	i	-24.4%	-6.3%	1.7%	-0.1%	-5.1%	-16.4%	-2.7
24	Cc1ccc(NC(=O)CSc2nc(=O)n(CCCN(C)C)c3c2CCC3)c(C)c1	-5.0%	i	5.7%	-20.2%	-3.1%	2.5%	-1.3%	-17.5%	-23.8
25	COc1ccc(C(CNS(=O)(=O)c2ccc(NC(C)=O)c(OC)c2)N2CCCCC2)cc1 (stereo not given)	24.3%	i	3.6%	-5.7%	1.5%	0.2%	-0.7%	-0.9%	3.3
26	O=C(Nc1ccc(Br)c2cccnc12)c1cccc2ccccc12	8.3%	i	-2.1%	2.5%	0.4%	8.0%	nt	3.3%	nt
27	COC(=O)c1ccc(N2CCN(S(=O)(=O)c3ccccc3)CC2)c([N+](=O)[O-])c1	?	?	-12.1%	-12.5%	-2.8%	-0.1%	13.4%	12.8%	-29.0
28	Cc1cc(C)n(-c2nc(SCCN(C)C)c3c4c(sc3n2)CCCC4)n1	11.0%	?	?	-108.7%	-24.8%	-1.5%	?	?	-77.5*
29	O=C(NCc1ccc2c(c1)CCN2C(=O)c1ccncc1)c1ccccc1F	nt	nt	nt	-8.1%	12.3%	0.1%	nt	21.9%	nt
30	Cc1cccc(NC(=O)N2CCC3(CC2)Oc2ccccc2C(=O)N3Cc2ccccc2F)c1C	?	nt	nt	-10.4%	-0.5%	0.7%	nt	-13.8%	nt
31	Cc1nnc(NC(=O)c2ccc(-c3ccc(Cl)cc3)o2)s1	-6.7%	i	4.5%	0.2%	6.8%	0.5%	-0.9%	20.0%	-7.9
32	CCOC(=O)/C(C#N)=C/c1cc(C)n(-c2ccc(C)cc2)c1C	?	i	63.3%[activator]	3.9%	-3.0%	3.9%	?	29.8%	-3.8
33	O=C(NCCNc1cc(Cl)ccc1[N+](=O)[O-])c1ccco1	12.6%	i	-6.6%	-20.9%	-3.6%	?	0.0%	13.7%	2.6
34	COc1ccc(C(c2nnnn2C2CCCC2)N2CCN(c3ccccc3)CC2)cc1 (stereo not given)	-7.9%	i	2.6%	-2.7%	-28.7%	-0.4%	10.0%	0.3%	?
35	Cn1c(N)c(C(C[N+](=O)[O-])c2ccccc2Cl)c(=O)n(C)c1=O (stereo not given)	1.1%	i	9.6%	-2.3%	-10.4%	?	?	-13.7%	8.1
36	CC(=O)N1CCOc2ccc(S(=O)(=O)Nc3ncccc3C)cc21	9.9%	i	0.0%	3.9%	0.1%	-0.4%	-0.1%	2.0%	-7.3
37	Cn1c(SCc2ccccc2C#N)nnc1-c1ccncc1	-2.7%	i	7.9%	0.6%	-8.5%	0.0%[9.22 µM]	-10.6%	8.0%	17.9
38	O=C(OCCN1C(=O)c2ccccc2C1=O)c1cc(S(=O)(=O)N2CCOCC2)ccc1Cl	nt	i	3.7%	-1.6%	9.8%	-0.4%	6.9%	26.3%	-16.7
39	COC(=O)c1ccccc1NC(=O)Cn1c(=O)n(Cc2ccc(C(=O)NCc3ccc4c(c3)OCO4)cc2)c(=O)c2ccccc21	-25.7%	i	-3.8%	-7.2%	-8.5%	-1.5%	nt	2.4%	nt
40	C/C(=N\NC(=O)c1ccc([N+](=O)[O-])cc1)c1cc2ccccc2oc1=O	-1.4%	i	?	-57.6%	-12.7%	4.1%	10.2%	?	45.0
41	C=CCn1c2ccccc2c(=O)c2cc(C#CC[C@@H](C)O)ccc21	?	nt	22.9%	-9.6%	11.9%	9.9%	91.7%	-11.1%	-67.4*
42	CC1CCCCC1NC(=O)CCS(=O)(=O)c1ccc(Cl)cc1 (stereo not given)	-25.4%	i	nt	-18.4%	0.4%	0.0%	-1.7%	-0.5%	15.2
43	COc1ccc2c(c1)CCc1c(C(=O)N3CC4(C)CC3CC(C)(C)C4)noc1-2 (stereo not given)	-21.1%	i	?	-44.7%	0.9%[1.84 µM]	0.2%	?	?	-21.7
44	CCOC(=O)N1CCN(S(=O)(=O)c2ccc(Br)s2)CC1	nt	i	-2.3%	-6.9%	-0.8%	-0.1%	2.0%	?	14.5
45	CCN(CC)S(=O)(=O)c1cc(C(=O)Nc2cc(S(=O)(=O)N3CCOCC3)ccc2N2CCCC2)ccc1F	2.4%	i	2.5%	-6.9%	-1.3%	-0.1%	-0.7%	-17.7%	-10.4
46	CC1=C(C(=O)Nc2cccc(C(=O)NCc3ccccc3C)c2)SCCO1	-22.7%	i	1.3%	0.1%	2.0%	-1.1%	2.7%	12.6%	?
47	CCOC(=O)C1CCN(C(=O)CSc2cc(=O)n(C)c3ccccc23)CC1	1.7%	i	0.1%	-14.4%	-12.4%	3.8%	17.7%	0.3%	-1.5
48	O=C(CCl)Nc1cc(-c2ccccc2)nn1-c1ccccc1	15.0%	31.6µM*	?	-111.2%	5.4%	?	?	?	-105.2*
